# Screens (PubChem)
# FN deposit inh – inhibitors of fibronectin matrix deposition, primary screen, AH1F cells, Alexa488-fibronectin fluorescence, plate reader | AH1F fibroblasts, overnight | inhibition, % at 12.6 µM | actives 0.086% (n = 350,000) | AID 743247, 2014;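 active = mean inhibition across replicates of 30% or more, regardless of how many single replicates reach that level; inconclusive = mean under 30% yet at least half of replicates reach 30%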;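 note: positive control wells lacked labelled fibronectin entirely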
#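 material = AH1F fibroblast monolayer depositing Alexa488-labelled fibronectin into matrix | amount = 10000 AH1F cells/well | buffer or medium = DMEM plus 2% serum, read in PBS | incubation = 1 h cell adhesion before compound, then overnight fibronectin incubation | detection = fluorescence at 485 nm excitation, 525 nm emission | evaluation = percent inhibition as loss of matrix-bound fibronectin fluorescence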
# PAX8 inh HTS – inhibitors of PAX8-driven TPO luciferase reporter, primary screen, RMG-I cells, single concentration; SteadyGlo, 24 h; actives 1.2% (n = 360,000); inhibition, % at 12.6 µM; AID 652154, 2013;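 active = mean replicate inhibition at least 60% with every replicate also reaching 60%; inconclusive = only one of the two criteria is met; inactive = mean below 60% and not all replicates reaching 60%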;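 note: luciferase light reporting Pax8 driven TPO promoter activity; plate controls were median of neutral control wells for no effect and mitoxantrone controls for full effect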
# miR122 inh – miR-122 Renilla sensor signal increase in Huh7, primary screen, miR-122 inhibitor project, cell-based, single point, plate reader. actives 0.3% (n = 340,000). Huh7 miR-122 Renilla luciferase sensor, 48 h; neutral wells = 0, positive control = 100. AID 602342, 2012. activation (reporter increase), % at 12.5 µM;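 active = mean replicate activation score at least 90 and every replicate individually at or above 90; inconclusive = only one of the two criteria met; inactive = neither criterion met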;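 note: higher luciferase means less miR-122 activity so hits act as miR-122 inhibitors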
# LGR2 inh – inhibitors of bursicon-induced LGR2 CRE-luciferase signal, primary screen, cell-based, HEK293, CRE-luciferase reporter, bursicon stimulation; bursicon-stimulated, 4 h; inhibition, % at 9.99 µM; actives 0.35% (n = 380,000);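 active = drop in luminescence signal, shown as inhibition above about 50% in the replicate tests, limit read from the data, passing the limit was not always enough; inconclusive = probably only some replicates passing the limit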;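 note: agonist challenge used bursicon conditioned medium at about half maximal strength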
# PGC1a acetyl inh – inhibitors of PGC1a acetylation signal, primary screen, cell-based, U2OS, AlphaScreen, inhibitor mode; AlphaScreen anti-acetyl-lysine; with virally co-expressed GCN5 acetyltransferase; inhibition, % at 15.6 µM; actives 0.17% (n = 350,000); AID 651687, 2012;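 active = every replicate shows inhibition of at least 40%; inconclusive = mean inhibition at least 40% but some replicate below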;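 note: 0% = neutral control wells and 100% = positive control wells; some results beyond the cut were filed as inactive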
# EWS-Fli inh – EWS/Fli-driven NR0B1 reporter inhibitors, primary screen, A673 cells, NR0B1 luciferase, luminescence, MLPCN library | viability-normalised | inhibition, % at 12.6 µM | actives 0.67% (n = 350,000) | AID 651661, 2012;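 active = mean inhibition of at least 50% after viability correction, with every replicate also passing that limit; inconclusive = mean reaches 50% but only one of two replicates passes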;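 note: firefly luciferase signal divided by Alamar Blue viability fluorescence both relative to DMSO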
# Cneo AK release – Cryptococcus neoformans cell lysis inducers, primary screen, AK release luminescence, single concentration; lysis activity, % at 15 µM; C. neoformans lysis, adenylate kinase release luminescence, 4 h; normalised: neutral wells 0, clomiphene wells 100; actives 0.2% (n = 360,000);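 active = mean lysis activity across replicates of at least 80%, whatever share of replicates individually reach that level; inactive = mean lysis activity below 80%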
#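 Material: C. neoformans cells; Schedule: 4 h static compound exposure, 37 °C, read 1 h post-reagent; Measured by: adenylate kinase release luminescence; Read-out: signal increase indicating cell lysis; Controls: Clomiphene as positive lysis control.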
# Casp6 inh – human caspase-6 inhibitors, primary screen, biochemical, VEID-R110 fluorescence, single point, set 2 | P55212 | actives 0.53% (n = 350,000) | inhibition, % at 12.5 µM | purified caspase-6, Z-VEID-R110 cleavage fluorescence;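 active = mean inhibition across replicates at least about 35%, with every replicate also reaching that limit, limit read from the data; inconclusive = only one of the two criteria met; inactive = neither criterion met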;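 note: 0% = median of neutral control wells and 100% = no fluorescence left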
# Target sequence (P55212 24-179 limits assumed): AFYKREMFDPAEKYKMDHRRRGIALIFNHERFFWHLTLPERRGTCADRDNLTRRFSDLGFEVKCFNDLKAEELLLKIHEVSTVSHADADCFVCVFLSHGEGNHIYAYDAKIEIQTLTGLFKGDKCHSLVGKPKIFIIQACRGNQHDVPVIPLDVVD
# Target sequence (P55212 194-293 limits assumed): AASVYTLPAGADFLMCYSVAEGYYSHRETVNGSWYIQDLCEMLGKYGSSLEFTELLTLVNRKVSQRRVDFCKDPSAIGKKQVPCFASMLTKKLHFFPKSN
# * marks the source's active call; other numbers are inactive results; u = inconclusive; x = not tested or not shown; [ ] = remark or other dose.
SMILES,FN deposit inh,PAX8 inh HTS,miR122 inh,LGR2 inh,PGC1a acetyl inh,EWS-Fli inh,Cneo AK release,Casp6 inh
CCOc1ccc(C(=O)Nc2cc3c(cc2N2CCCC2)n(CC)c(=O)n3CC)cc1OCC,-11,-3,-4,-29,-7,5,1,0
COc1ccc(CC(N)c2csc(NC(=O)Nc3ccccc3C(C)C)n2)cc1 (configuration not stated),0,12,-16,-10,-20,14,2,2
CCOC(=O)c1c(CN2CCN(C)CC2)n(C)c2cc(Br)c(OC)cc12,-11,x,-5,3,-7,x,x,x
O=C1NC[C@H](Cc2ccc(O)cc2)N(C[C@@H]2CCCN2C[C@H](Cc2ccccc2)N2C[C@H](Cc3ccc(O)cc3)N(CCc3ccccc3)C(=O)C2=O)C1=O,6,-2,x,8,x,-7,x,1
COCCCNC(=S)NNC(=O)C1CC1c1ccc(C(C)(C)C)cc1 (configuration not stated),8,1,x,-16,x,15,x,-1
Cc1ccc(OCc2cc(C(=O)N(C)Cc3cnn(C)c3)no2)cc1C,-8,-66,-1,-5,x,-36,1,-1
COc1cc(C(=O)NCC(=O)NCCN2C(=O)S/C(=C\c3ccccc3Cl)C2=O)cc(OC)c1OC,-6,2,2,4,0,1,-1,3
CC(CN1CCOCC1)OC(=O)C(C)(c1ccccc1)c1ccccc1 (configuration not stated),-2,26,-2,x,-8,x,2,x
O=C(COn1nnc2ccc(S(=O)(=O)N3CCOCC3)cc21)NCCc1ccccc1,x,-7,13,-5,7,-1,6,1
CCN(CC)S(=O)(=O)c1cccc(NC(=O)COC(=O)c2cc(=O)c3ccccc3o2)c1,-1,11,-1,2,-21,3,x,-1
Cc1ccc(S(=O)(=O)Nc2ccc3c(c2)C(=O)N([C@H](C)CO)C[C@@H](C)[C@H](CN(C)Cc2ccccc2)OCCCC[C@@H](C)O3)cc1,-6,28,-16[16.7 µM],12,-17,0,57,x
O=C(CNC(=O)Cn1ccc2ccccc2c1=O)NCCCN1CCCCCC1,2,10,-1,x,-7,x,3,x
Cc1cc(Sc2nc(NC(C)C)nc(NC(C)C)n2)nc(Cl)n1,-4,20,2,2,7,10,-4,1
CCn1c(O)c(N=Nc2ccc3ccccc3n2)c2ccccc21,3,-216,x,-64,x,-121,x,0
CCOC(=O)C1(Cc2cccc(F)c2)CCN(CCCn2cccn2)CC1,-5,-3,x,-10,3,7,x,-3
CCC(CC)C(=O)Nc1c2c(nn1-c1ccc(C)cc1)CS(=O)(=O)C2,6,2,x,1,-1,15,-3,-1
Cc1ccc(CN2CC34C=CC(O3)C(C(=O)NCc3ccc5c(c3)OCO5)C4C2=O)cc1 (configuration not stated),6,x,1,x,5,x,-3,x
CC(C)C1=CC2C3C(=O)N(c4ccccc4)C(=O)C3C1C(=O)C2(C)O (configuration not stated),-5,-26,x,11,x,-7,x,-4
CC1(C)C(=O)OC(c2ccco2)C(C)(C)C1=O (configuration not stated),2,15,-3,x,11,x,-2,x
O=C(CCC1(C(=O)O)CCC(=O)NC1)NCc1ccccc1 (configuration not stated),x,x,4,3,-9,5,-1,2
CCc1cccc(C)c1NC(=O)CN1C(=O)NC(CCc2ccccc2)C1=O (configuration not stated),2,x,-8,-12,0,16,0,-1
O=C(/C=C/c1cccc([N+](=O)[O-])c1)N(c1ccccn1)c1ccccn1,-3,21,x,-6,2,8,x,4
O=c1cc(-c2ccccc2)[nH]n1-c1nc2ccccc2s1,x,x,10,-8,4,x,-1,x
Cc1ccc(NC(=O)c2nc(S(=O)(=O)Cc3ccccc3)ncc2Cl)cc1,29,u,-12,4,x,61*,-1,4

# Overlap with the part before: 7 entries, then new ones.
SMILES,FN deposit inh,PAX8 inh HTS,miR122 inh,LGR2 inh,PGC1a acetyl inh,EWS-Fli inh,Cneo AK release,Casp6 inh
CC(C)C1=CC2C3C(=O)N(c4ccccc4)C(=O)C3C1C(=O)C2(C)O (configuration not stated),-5,-26,x,11,x,-7,x,-4
CC1(C)C(=O)OC(c2ccco2)C(C)(C)C1=O (configuration not stated),2,15,-3,x,11,x,-2,x
O=C(CCC1(C(=O)O)CCC(=O)NC1)NCc1ccccc1 (configuration not stated),x,x,4,3,-9,5,-1,2
CCc1cccc(C)c1NC(=O)CN1C(=O)NC(CCc2ccccc2)C1=O (configuration not stated),2,x,-8,-12,0,16,0,-1
O=C(/C=C/c1cccc([N+](=O)[O-])c1)N(c1ccccn1)c1ccccn1,-3,21,x,-6,2,8,x,4
O=c1cc(-c2ccccc2)[nH]n1-c1nc2ccccc2s1,x,x,10,-8,4,x,-1,x
Cc1ccc(NC(=O)c2nc(S(=O)(=O)Cc3ccccc3)ncc2Cl)cc1,29,u,-12,4,x,61*,-1,4
CSCCC(NS(=O)(=O)c1ccc2[nH]c(=O)c(=O)[nH]c2c1)C(=O)O (configuration not stated),-3,9,0,8,1,-7,3,-2
CCN(CC)S(=O)(=O)c1ccc(N2CCCC2)c(NC(=O)C2CCCCC2)c1,-12,-10,x,3,x,5,x,1
COc1ccc(C(=O)NC(C)c2nnc(SCC(=O)NC3CCCC3)n2C)cc1 (configuration not stated),-10,-1,7,9,-9,-4,-2,0
COc1ccc(NC(=O)CSc2nnc(NC(=O)C3CC3)s2)cc1OC,-1,x,1,14,8,-6,2,0
CN1/C(=C\C(=O)COC(=O)c2ccc([N+](=O)[O-])o2)C(C)(C)c2ccccc21,1,-21,x,-5,-2,-2,x,0
COc1ccc(NC(=O)N(C)C[C@H]2Oc3ccc(NS(=O)(=O)c4cn(C)cn4)cc3CC(=O)N([C@H](C)CO)C[C@@H]2C)cc1,1,-19,13[16.7 µM],-21,8,-1,2,-2
C[C@H]1Cn2cnc(C(=O)Nc3cccc(Cl)c3)c2C(=O)N1,x,-18,3,14,x,-2,-3,-3
COCCN(CC(=O)Nc1cccc(C)c1C)C(=O)c1cc(-c2ccncc2)nc2ccccc12,0,33,x,-5,x,0,0,0
CCOC(=O)c1cnc2c(C(=O)OC)cccc2c1NCc1cccnc1,-13,-1,x,-22,x,13,x,0
CC(=O)OC1CCC2(C)C(=CCC3C2CCC2(C)C3CC3ON=C(C)C32)C1 (configuration not stated),x,1,x,6,-1,3,0,2
O=C(CCSCCc1ccccn1)Nc1c(F)c(F)c(F)c(F)c1F,-1,20,x,-3,4,x,x,x
CCOC(=O)CN1CCCc2nc(C)c(C)cc21,-13,-8,x,-8,x,-1,x,-5
O=C(CCC(=O)OCC(=O)c1ccc(Cl)cc1)NC1CCCCC1,-8,8,-8,x,x,x,2,x
COc1cccc(NC(=O)c2ccc(Cn3cc([N+](=O)[O-])cn3)o2)c1,12,30,x,-11,x,3,x,-1
Cc1ccc(Cl)cc1N1CCN(C(=O)CCS(=O)(=O)c2cccc3nonc23)CC1,10,19,x,1,x,x,0,x
C[C@H](CO)N1C[C@H](C)[C@H](CN(C)S(=O)(=O)c2ccc(Cl)cc2)Oc2ccc(NC(=O)CCCCCC(=O)Nc3ccccc3N)cc2CC1=O,x,7,4[16.7 µM],-6,-4,41,x,x
Nc1c(N(Cc2ccco2)C(=O)COc2ccccc2F)c(=O)[nH]c(=O)n1Cc1ccccc1,-2,-7,x,1,-6,-8,2,2
CC(C)Cc1cc(C(=O)N(C)C2CCCN(Cc3ccccc3F)C2)n(C)n1 (configuration not stated),-12,6,-5,18,12,5,-2,-4
CC(O)(c1ccc(F)c(F)c1)c1nc(-c2cccc(C#N)c2)cs1 (configuration not stated),-4,10,1,-5,-45,6,2,0
COc1ccc(CCN2C(=O)CN(Cc3ccccc3)CC2=O)cc1OC,10,-8,x,x,x,-3,x,-1
Cc1cc(=O)oc(C)c1C(=O)Nc1ccccc1F,-3,6,3,4,-1,3,1,0
Cc1c(Cc2ccccc2)c(NCCCO)n2c(nc3ccccc32)c1C#N,-26,13,3,-3,9,9,3,3
O=[N+]([O-])c1ccc(N2CCCCC2)s1,0,13,-9,x,-10,-4,-6,10
Cn1cccc1C1(C(F)(F)F)NCCNC1=O (configuration not stated),x,-3,-6,x,-4,x,0,x

# As entered above.
# `Cc1cc(=O)oc(C)c1C(=O)Nc1ccccc1F` | PAX8 inh HTS = 6
# `Cn1cccc1C1(C(F)(F)F)NCCNC1=O` (configuration not stated) | Cneo AK release = 0

# Carrying on.
SMILES,FN deposit inh,PAX8 inh HTS,miR122 inh,LGR2 inh,PGC1a acetyl inh,EWS-Fli inh,Cneo AK release,Casp6 inh
CC(C)CC#Cc1ccc2c(c1)O[C@@H](CN(C)C(=O)C1CCOCC1)[C@H](C)CN([C@H](C)CO)S2(=O)=O,x,-10,5[16.7 µM],-3,1,13,-4,2
C[C@H]1CN([C@@H](C)CO)C(=O)c2cc(C#Cc3ccncc3)cnc2O[C@@H]1CN(C)Cc1ccncc1,-11,x,6[16.7 µM],-5,-4,14,x,x
Cc1ccc(S(=O)(=O)N(CC(=O)Nc2ccccc2C(=O)O)c2ccccc2)cc1,1,-1,x,-2,x,6,x,3
CC1C(=O)N2CCCc3cc(S(=O)(=O)Nc4ccccc4C(N)=O)cc1c32 (configuration not stated),2,2,-2,1,3,-3,6,-3
Cc1ccc(C2=NOC(=O)/C2=C\c2ccccc2)cc1,1,-7,-5,x,9,-10,4,3
CC1(C)CC2CC(C)(CN2CC(=O)C(C#N)c2ccccc2)C1 (configuration not stated),-7,x,-5,x,-8,x,0,x
O=C(COC(=O)c1ccc2c(c1)S(=O)(=O)c1ccccc1C2=O)NC1CC1,x,-2,1,-12,x,8,1,5
O=C(CNC(=O)C1CCCCC1)OCc1cc(=O)oc2ccc3ccccc3c12,-1,2,0,7,10,x,0,x
C[C@@H]1CCCCO[C@@H](CN(C)Cc2ccc(C(=O)O)cc2)[C@@H](C)CN([C@@H](C)CO)C(=O)c2cc(NC(=O)Nc3cccc4ccccc34)ccc2O1,x,-11,2[16.7 µM],-11,-3,-3,-2,0
N/C(Cc1nc(-c2ccc(Br)cc2)cs1)=N\O,-8,39,19,-66,2,-43,x,-5
C[C@H](CO)N1C[C@H](C)[C@H](CN(C)C(=O)C2CCCCC2)OCCCC[C@H](C)Oc2ccc(NC(=O)c3ccncc3)cc2C1=O,x,-3,4[16.7 µM],-12,12,-5,x,x
